IMP-1 inhibitor – blocks Pseudomonas aeruginosa IMP-1 metallo-beta-lactamase; purified IMP-1, nitrocefin hydrolysis, epi-absorbance fluorescence; inhibition, % at 5.6 µM; hit rate 0.45% among 290,000; AID 1556;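 active = inhibition above the mean plus 3 SD of all compounds in the same screening run, cut at about 4.5% in these data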;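 also: 0% = IMP-1 with DMSO and 100% = DMSO wells lacking enzyme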
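System: purified IMP-1; amount: IMP-1 0.2 nM before substrate addition; compound: single dose, 5.6 µM; times: 25 °C, 15 min preincubation, 25 min reaction; signal: Epi-absorbance via hydrolysed-nitrocefin quenching of white-plate fluorescence, 480/530 nm, EDTA stop; benchmarks: DMSO with and without IMP-1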
PfM18AAP inh – PfM18AAP enzyme inhibition; recombinant PfM18AAP, H-Glu-NHMec fluorogenic cleavage; inhibition, % at 7.35 µM; hit rate 1.2% among 290,000; AID 1822;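 active = inhibition above the campaign mean inhibition over all tested compounds plus 3 SD, cut at about 28% in these data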;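 also: 0% = plate median of test compound wells and 100% = 2 mM ZnCl2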
IDE act – activators of human insulin-degrading enzyme in cells. hit rate 0.073% among 340,000. activation, % at 5.96 µM. HEK cells, FAbeta-B cleavage, fluorescence polarization; 0% vehicle, 100% cell-free pure enzyme wells. AID 493087;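 active = activation above the mean of all tested compounds plus 3 SD, set per screening campaign, cut at about 17% in these data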
IDE inh – inhibits human insulin-degrading enzyme in HEK cells. hit rate 0.41% among 320,000. AID 434962. inhibition, % at 5.59 µM. FAbetaB cleavage, fluorescence polarization;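 active = percent inhibition above the average of all tested compounds plus 3 SD, set per screening campaign, cut at about 16% in these data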;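 also: IDE supplied by intact live HEK cells; FP after avidin binding of uncleaved biotin substrate so inhibition keeps polarization high; 0% = DMSO wells and 100% = 60 µM reference IDE inhibitor Ii1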
p-CIP stab down – p/CIP protein destabilization; AID 1984; Q05BA5; hit rate 0.01% among 290,000; decrease of EGFP signal, % at 10 µM; F442A p/CIP-EGFP cells, EGFP fluorescence, 16 h;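 active = EGFP signal decrease of at least 30% at 10 µM or well 3 SD below plate mean, unless failing retest; inactive = the rest, including hits failing retest or dose response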; also: some compounds called inactive have numbers as strong as hits; many of its hits are not listed in these tables
Target sequence (Q05BA5 1-1403): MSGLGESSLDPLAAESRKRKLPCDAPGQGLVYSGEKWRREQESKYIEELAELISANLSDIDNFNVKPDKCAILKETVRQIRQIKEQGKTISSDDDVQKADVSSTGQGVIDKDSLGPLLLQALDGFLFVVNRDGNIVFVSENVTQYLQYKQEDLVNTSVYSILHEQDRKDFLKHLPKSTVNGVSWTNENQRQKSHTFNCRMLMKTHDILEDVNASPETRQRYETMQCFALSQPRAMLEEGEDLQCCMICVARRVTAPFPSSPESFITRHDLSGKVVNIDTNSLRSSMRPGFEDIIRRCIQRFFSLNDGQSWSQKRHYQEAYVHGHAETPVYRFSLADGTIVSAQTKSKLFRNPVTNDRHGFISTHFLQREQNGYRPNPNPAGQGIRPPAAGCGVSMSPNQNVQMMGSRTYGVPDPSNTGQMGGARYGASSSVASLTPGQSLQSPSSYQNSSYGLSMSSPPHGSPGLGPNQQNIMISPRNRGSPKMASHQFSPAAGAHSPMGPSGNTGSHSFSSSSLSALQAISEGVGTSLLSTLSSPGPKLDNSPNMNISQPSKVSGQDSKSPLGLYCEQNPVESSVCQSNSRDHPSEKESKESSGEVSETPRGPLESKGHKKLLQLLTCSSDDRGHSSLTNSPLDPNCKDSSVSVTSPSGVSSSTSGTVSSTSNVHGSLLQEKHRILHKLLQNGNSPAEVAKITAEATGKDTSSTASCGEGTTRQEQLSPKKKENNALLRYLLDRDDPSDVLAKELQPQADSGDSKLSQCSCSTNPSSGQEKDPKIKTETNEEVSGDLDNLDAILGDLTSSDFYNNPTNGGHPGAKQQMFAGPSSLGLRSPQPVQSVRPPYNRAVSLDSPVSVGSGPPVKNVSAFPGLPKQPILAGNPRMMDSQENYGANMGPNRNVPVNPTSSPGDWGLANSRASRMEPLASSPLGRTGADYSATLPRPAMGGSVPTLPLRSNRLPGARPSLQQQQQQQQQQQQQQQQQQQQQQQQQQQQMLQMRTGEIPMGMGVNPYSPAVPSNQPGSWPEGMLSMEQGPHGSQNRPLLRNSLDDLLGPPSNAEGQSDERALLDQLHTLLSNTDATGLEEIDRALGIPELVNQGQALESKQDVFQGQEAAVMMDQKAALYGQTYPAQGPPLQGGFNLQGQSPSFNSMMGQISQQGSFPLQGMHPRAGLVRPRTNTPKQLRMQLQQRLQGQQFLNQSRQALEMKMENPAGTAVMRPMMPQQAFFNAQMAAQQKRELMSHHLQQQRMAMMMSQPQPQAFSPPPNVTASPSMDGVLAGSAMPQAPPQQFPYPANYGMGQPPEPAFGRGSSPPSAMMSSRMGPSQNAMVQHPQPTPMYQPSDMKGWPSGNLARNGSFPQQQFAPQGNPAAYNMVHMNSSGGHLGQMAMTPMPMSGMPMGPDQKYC
UBC9 SUMO inh – SUMOylation inhibition; P63279; HTRF SUMOylation assay, SAE1/SAE2 + UBC9, in vitro; inhibition, % at 35 µM; hit rate 0.36% among 290,000; AID 2006; in the data active = inhibition above about 50%, passing the limit was not always enough; also: strong numbers were not always called active
VIM-2 inh – blocks Pseudomonas aeruginosa VIM-2 metallo-beta-lactamase; purified VIM-2, nitrocefin hydrolysis, epi-absorbance fluorescence; inhibition, % at 5.6 µM; hit rate 0.89% among 290,000; AID 1527;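 active = inhibition above the mean of all tested compounds plus 3 SD, cutoff set per screening run, cut at about 7.5% in these data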;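 also: red hydrolysis product quenches plate fluorescence so inhibitors raise well fluorescence; 0% = enzyme with DMSO and 100% = DMSO without enzyme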
HCV NS3 hel inh – inhibitors of Hepatitis C virus NS3 helicase; NS3 helicase DNA unwinding, Cy5 molecular beacon fluorescence; inhibition, % at 10.9 µM; hit rate 0.56% among 290,000; AID 1800;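 active = inhibition above the mean of all tested compounds plus 3 SD, set per campaign, cut at about 35% in these data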;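 also: 0% = DMSO wells and 100% = thioflavine S control wells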
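Control set: DMSO versus 110 µM thioflavine S; Material: NS3 helicase fragment of HCV; Measured by: Cy5 fluorescence at 0 and 60 min, beacon hairpin quenching; Read-out basis: percent inhibition from t60/t0 fluorescence ratio; Times: reaction time 60 min, 25 °C; Repeats: single replicate; Compound dosing: single dose, 10.9 µM nominal final, DMSO 0.8% final.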
FID counter – displaces DNA intercalator in HCV helicase counter-screen | DNA fluorescent intercalator displacement, fluorescence | inhibition, % at 7.9 µM | hit rate 0.17% among 290,000 | AID 1845; in the data active = inhibition above about 37%;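 also: 0% = vehicle and 100% = reference compound; higher means more ethidium bromide displaced from hairpin DNA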
Numbers without * were called inactive; nt = no result given.

SMILES	IMP-1 inhibitor	PfM18AAP inh	IDE act	IDE inh	p-CIP stab down	UBC9 SUMO inh	VIM-2 inh	HCV NS3 hel inh	FID counter
COc1ccccc1N(CC(=O)NC(C)(C)C)S(=O)(=O)c1cccs1	0.1	2.0	-0.5	-3.0	-18.2	-1.3	0.4	-12.6	-23.6
CC(=O)c1ccc(NC(=O)C(C)Nc2ccc(Cl)cc2)cc1 (stereo unspecified)	-3.2	0.8	-0.3	1.3	-4.0	-10.6	-2.2	0.5	1.3
O=C(O)/C=C/C(=O)Nc1ccc(N2CCOCC2)nc1N1CCOCC1	-1.6	14.0	2.1	8.2	-21.5	12.8	-1.6	6.8	0.0
Cc1cc(OCCCCN2C(=O)NC(C)(C)C2=O)cc(C)c1Cl	-4.1	-6.5	-5.9	-0.4	4.2	-24.1	-1.8	-4.0	-22.1
O=C(Cc1ccc([N+](=O)[O-])cc1)NC(C(=O)O)C(O)c1cccc([N+](=O)[O-])c1 (stereo unspecified)	-3.4	-2.1	2.7	2.9	-8.3	5.3	-4.0	7.6	-3.2
Oc1ccc(/C=N/Nc2ccnc3cc(Cl)ccc23)c(O)c1	-0.2	1.3	-3.0	14.1	-23.3	25.7	-2.6	-15.6	15.6
CCOc1ccc2nc(/N=C/c3c(C)[nH]n(-c4ccccc4)c3=O)sc2c1	-4.8	-0.5	4.3	-4.4	-1.1	10.1	-5.0	-5.2	-1.1
CCc1cccc(NC(=O)CCNS(=O)(=O)c2cc(Br)cnc2N)c1	1.3	-3.8	1.9	1.9	-4.3	nt	-0.6	-3.3	-3.6
S=c1nc(-c2ccco2)[nH][nH]1	-4.7	44.4*	-2.0	1.5	-13.2	-6.6	-1.8	-2.3	0.8
Cn1c(C(=O)NN)cc2cc(Oc3ccccc3)ccc21	-5.6	-6.3	-1.4	7.1	-1.1	0.0	1.6	-3.0	-11.2
Cc1nn(-c2cc(N3CCCCC3)ccc2N)c(=O)c2ccccc12	-9.2	-2.5	1.1	5.6	13.5	-30.9	-2.0	-7.1	-9.7
O=C(O)CN1c2cccc3cccc(c23)S1(=O)=O	2.3	-2.2	3.8	-0.8	-10.8	34.7	2.1	5.5	5.5
Cc1ccc2oc(-c3ccc(C)c(NC(=O)Cc4cccs4)c3)nc2c1	-3.5	1.4	-3.6	1.3	-9.4	56.1*	-1.9	-0.1	1.0
Cc1ccc(CNC(=O)C2CC(=O)N(C3CCCCCC3)C2)cc1 (stereo unspecified)	-0.5	-1.3	4.8	6.7	7.7	-0.2	1.3	-11.8	-25.4
O=C(N/C(=C\c1ccccc1)C(=O)N1CCOCC1)c1ccccc1Cl	-0.2	-0.4	1.9	7.4	-5.7	13.9	-2.0	36.3*	-27.2
c1cnc(N2CCN(c3nc4ccccc4n4cnnc34)CC2)nc1	-6.1	-2.0	9.5	0.9	-10.0	8.2	-0.6	2.6	-11.2
COc1cccc(NC(=O)N(Cc2ccco2)C(C)c2cccs2)c1 (stereo unspecified)	-0.6	-0.3	3.2	-1.3	-13.8	-11.1	-2.6	-2.1	-9.1
CC(CNC(=O)CN1C(=O)CCSc2ccccc21)c1ccccc1 (stereo unspecified)	-2.8	-6.5	4.8	0.5	0.2	6.6	-0.7	10.8	-33.1
Cc1cc(=O)[nH]c(SCC(=O)c2ccccc2)c1C#N	-2.6	20.7	0.6	7.8	-5.2	3.2	-1.7	3.3	1.8
O=C1C=C(N2CCOCC2)c2ccccc2C1=O	-1.7	6.5	2.8	5.1	-26.1	95.6*	0.0	2.1	0.7
CS(=O)(=O)N(CC(=O)NCc1ccco1)Cc1ccc(Cl)cc1	-2.7	10.0	8.2	-3.1	-9.0	-5.7	-3.7	-0.2	-9.9
Cc1cc(C)n(CC(C)NCc2cn[nH]c2-c2ccc(C)c(C)c2)n1 (stereo unspecified)	-0.2	-14.2	0.4	3.0	-3.7	6.9	2.3	-6.0	9.4
CCNc1nc(N)nc(Oc2ccc(C(=O)OC)cc2)n1	1.6	1.7	0.9	2.0	11.0	-7.4	-3.4	1.1	-5.5
O=C(CCn1[nH]c(=O)c2ccccc2c1=O)OC1CCCCC1	-0.3	-2.2	-0.8	-1.4	-11.8	26.2	-3.4	-18.4	-4.0

Limited to HCV NS3 hel inh and PfM18AAP inh (2 entries from above):
molecule | HCV NS3 hel inh | PfM18AAP inh
CC(CNC(=O)CN1C(=O)CCSc2ccccc21)c1ccccc1 (stereo unspecified) | 10.8 | -6.5
Cc1cc(=O)[nH]c(SCC(=O)c2ccccc2)c1C#N | 3.3 | 20.7

(cont.)
SMILES	IMP-1 inhibitor	PfM18AAP inh	IDE act	IDE inh	p-CIP stab down	UBC9 SUMO inh	VIM-2 inh	HCV NS3 hel inh	FID counter
Cc1nc(-c2ccc(NC(=O)CC(C)C)cc2)cs1	1.6	10.3	2.2	12.3	-1.0	3.4	1.5	4.0	-13.0
OCC[C@@H]1C[C@@H](O)[C@H](O)[C@]2(OCCc3ccccc32)O1	-2.8	4.5	4.0	2.1	1.5	18.2	-0.1	-2.9	-3.5
COC(=O)c1ccc(CO/N=C/c2ccccc2OC)cc1	-1.2	-7.3	2.0	3.8	2.0	-4.6	-0.5	-5.4	-20.5
CCc1nnc(NC(=O)CCC(=O)N2CCN(Cc3ccccc3)CC2)s1	-2.2	10.8	1.2	2.0	3.6	7.4	-1.3	-1.9	-10.2
O=C(CN(CC1CCCO1)C(=O)CNS(=O)(=O)c1ccc(Cl)cc1)NC1CCCC1 (stereo unspecified)	-2.6	-8.1	1.7	1.7	-11.7	-3.1	-1.1	6.0	-28.7
C=CCOC(=O)/C(=C\c1ccccc1)NC(=O)c1ccco1	-2.5	-1.0	0.8	-2.7	-5.8	12.5	0.1	1.5	-4.5
Cc1nn(-c2ccc(C(=O)O)cc2)c(C)c1Cl	-2.9	4.5	3.8	-2.7	-9.6	-3.7	-3.2	3.7	-0.8
O=C(CCC1CCCC1)Nc1nnc(-c2ccc3c(c2)OCO3)s1	2.1	-7.2	-2.8	-4.3	-13.2	-5.3	2.6	-4.0	1.3
Cc1[nH]c(C)c(S(=O)(=O)NCc2ccc(F)cc2)c1C(=O)N1CCCCC1	0.5	1.8	-2.8	4.9	1.8	-5.3	-5.1	-0.4	-11.7
N#Cc1c(N)nc2c(c1N)CC(CO)O2 (stereo unspecified)	-3.0	-12.8	-5.4	5.7	-4.6	-19.9	-1.0	-11.6	-6.3
COc1cc(OC)cc(C(=O)Nn2cc(C(=O)Nc3ccccc3F)c3ccccc3c2=O)c1	-1.9	-5.4	4.8	4.2	-2.3	-6.7	-4.8	3.1	-11.0
O=C(c1ccc2c(c1)OCO2)N1CCc2ccccc2C1	0.2	11.5	3.7	2.0	-12.0	12.9	1.9	-1.6	-19.8
COCCCn1c(SCC(=O)N2CCCC(C)C2)nnc1-c1ccco1 (stereo unspecified)	-2.7	-13.9	-3.1	-0.5	3.7	-11.7	-1.3	5.4	-17.4
O=C(Cn1nc(Cc2cccnc2)c2ccccc2c1=O)NCCCN1CCCC1=O	0.4	-3.6	11.7	-4.3	-17.8	11.7	-1.1	0.9	-4.8
O=C(O)c1cc([N+](=O)[O-])ccc1C(=O)Nc1cccc([N+](=O)[O-])c1	-1.9	-2.6	6.0	-1.1	-6.0	13.1	-2.3	2.4	5.0
CC(C)(O)C#CC#CCN1CCOCC1	2.7	6.8	1.2	5.4	8.4	-8.1	1.2	-3.9	-1.8
CCCCCCCOc1ccc(OC(=O)c2ccncc2)cc1	-2.8	-10.0	2.6	-2.7	-16.2	9.9	-1.9	6.3	-4.5
Cc1ccc(CNC(=O)Cc2cn(C)c3ccccc23)cc1	0.7	-8.5	1.1	1.1	-0.1	-1.9	3.8	9.2	-20.3
O=C(NCc1ccccc1)C1CCC(=O)N(CCN2CCOCC2)C1 (stereo unspecified)	-3.7	-0.6	-0.6	0.4	-5.1	3.9	-2.2	-2.6	-2.1
CCN(CC)C(=O)Cn1cc(S(=O)(=O)CC(=O)NCc2ccc3c(c2)OCO3)c2ccccc21	-1.0	-4.6	-4.0	-1.4	-0.8	-8.6	-1.1	4.2	-15.9
COCCn1cc(C(=O)N2CCCC(C)C2)c2c3ccccc3n(C)c2c1=O (stereo unspecified)	-4.7	2.1	-7.1	4.0	5.0	12.9	-2.8	-0.4	-28.9
O=C(CSc1nc2[nH]ncc2c(=O)n1-c1ccc(Cl)c(Cl)c1)NCc1ccccc1Cl	-1.3	3.7	-2.9	2.1	4.1	-23.6	-3.7	-2.6	-29.7
COc1cc(C(=S)N(C)C)ccc1O	-2.7	9.5	1.3	-5.5	-21.2	-1.0	-2.9	-6.2	4.6
CCOC(=O)CC1C(=O)NCCN1c1nc2ccc(C)cn2c(=O)c1/C=C1\SC(=S)N(C(C)CC)C1=O (stereo unspecified)	3.4	1.4	nt	42.5*	-681.7	17.1	0.3	28.4	-15.1
Cc1cc(C)c2cc(C(c3nnnn3C3CCCC3)N3CCOCC3)c(=O)[nH]c2c1 (stereo unspecified)	-1.0	5.4	-2.8	-2.6	-4.1	29.7	-2.5	-2.1	-0.3
O=c1c2ccccc2ncn1Cc1nc2ccccc2s1	-2.6	2.0	-2.8	1.2	-7.7	0.6	-1.3	-1.8	-8.5
Cc1ccc2oc(=O)c3cc(C(=O)NCCCN4C(C)CCCC4C)sc3c2c1 (stereo unspecified)	1.1	3.6	-4.5	4.4	10.1	-1.2	12.3*	-31.1	20.4
COC(=O)c1ccc(C23CC4(C2)[C@H](CN(CC2CCCCC2)[C@@H]4c2ccccc2)C3c2ccc(Cl)nc2)cc1 (stereo partly specified)	nt	nt	3.1	5.1	3.6	-16.7	nt	nt	nt
O=C(NCCO)c1c(O)c2cccc3c2n(c1=O)CC3	-1.2	-4.8	0.2	-2.3	-16.5	12.9	3.8	4.4	-3.3
CN(Cc1ccccc1)C(=O)CN(c1ccccc1Cl)S(C)(=O)=O	-2.9	0.6	5.4	5.1	-1.8	-3.6	-2.9	-3.5	-14.8
COc1cc(NC(=S)NN2CCN(C)CC2)cc(OC)c1	0.5	-9.9	-0.6	-3.0	-2.5	1.2	1.8	-2.1	2.5
COc1ccc(NS(=O)(=O)c2ccc3ccccc3c2)c2ncccc12	-2.4	2.8	-7.0	6.9	0.6	-94.8	-3.2	-3.3	-9.4
CCOc1ccc(-n2nnc3c(=O)n(CC(=O)Nc4cc(C)on4)cnc32)cc1	-3.4	-5.6	5.9	-3.2	-15.3	12.1	-3.3	-3.4	-0.7
O=C(c1cc(C2CC2)on1)N1CCN(c2ccccc2)CC1	-4.6	2.7	4.9	0.6	-7.8	20.5	-0.1	5.2	-11.2
COc1ccc(NC(=O)COc2ncnc3ccccc23)cc1S(=O)(=O)N1CCOCC1	-4.8	3.9	3.4	-1.8	-0.8	2.1	-2.9	-1.5	-6.0

Source: PubChem BioAssay
